UBC9 SUMO inh = inhibitors of in vitro SUMOylation cascade, primary screen, biochemical, HTRF, uHTS; inhibition, % at 35 µM; 0.36% of 290,000 active; HTRF SUMOylation assay, SAE1/SAE2 + UBC9; SUMO-conjugating enzyme UBC9 (Homo sapiens), P63279; in the data active = inhibition above about 50%, passing the limit was not always enough; note: strong numbers were not always called active
Target sequence (P63279 whole entry, looked up): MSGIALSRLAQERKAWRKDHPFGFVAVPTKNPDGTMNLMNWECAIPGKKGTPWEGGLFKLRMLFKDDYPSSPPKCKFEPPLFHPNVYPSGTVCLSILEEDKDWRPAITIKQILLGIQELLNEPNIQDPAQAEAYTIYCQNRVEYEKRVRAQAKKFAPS
GalR3 antag = GalR3 antagonists in HEK293 cells, primary screen, cell-based, fluorescence readout | AID 651719, 2012 | inhibition, % at 3 µM | 0.44% of 360,000 active | Galanin receptor type 3 (Homo sapiens), O60755 | HEK293 GalR3-CNG cAMP membrane potential fluorescence; galR3 body fused to GalR1 C-terminus;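 active = inhibition above the screen-wide average plus 3 SD, cut at about 13% in these data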;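 note: forskolin and galanin both at EC90 stimulate the cells; cAMP rise reported by CNG channel membrane potential dye signal; 0% = forskolin plus galanin with DMSO and 100% = forskolin alone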
Target sequence (O60755 1-299 limits assumed): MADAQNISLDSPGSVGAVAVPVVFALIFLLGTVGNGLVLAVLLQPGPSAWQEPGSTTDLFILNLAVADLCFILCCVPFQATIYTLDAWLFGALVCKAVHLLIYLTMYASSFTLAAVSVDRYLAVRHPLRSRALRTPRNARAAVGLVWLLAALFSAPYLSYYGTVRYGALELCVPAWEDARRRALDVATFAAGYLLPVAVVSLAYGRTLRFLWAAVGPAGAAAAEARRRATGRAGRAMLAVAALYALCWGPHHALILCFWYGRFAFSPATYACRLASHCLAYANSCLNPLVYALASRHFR
IMP-1 inh = IMP-1 metallo-beta-lactamase inhibitors, primary screen, biochemical, epi-absorbance readout, Pseudomonas aeruginosa enzyme; metallo-beta-lactamase IMP-1 (Pseudomonas aeruginosa); purified IMP-1, nitrocefin hydrolysis, epi-absorbance fluorescence; inhibition, % at 5.6 µM; 0.45% of 290,000 active;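 active = inhibition above the mean plus 3 SD of all compounds in the same screening run, cut at about 4.5% in these data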;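 note: 0% = IMP-1 with DMSO and 100% = DMSO wells lacking enzyme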
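assay system = purified recombinant IMP-1 metallo-beta-lactamase enzyme | schedule = 15 min preincubation plus 25 min reaction at 25 °C | signal = Epi-absorbance fluorescence, 480 nm excitation, 530 nm emission | read-out basis = percent inhibition from optical density relative to buffer-blank wells | controls = IMP-1 with DMSO as 0%, enzyme-free DMSO as 100%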
CRFBP-R2 block = antagonists of CRF-BP/CRF-R2 complex, primary screen, cell-based, HEK293, calcium dye fluorescence, uHTS; CRF-induced calcium fluorescence; inhibition, % at 11.8 µM; 0.59% of 350,000 active;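 active = inhibition of the ligand-induced calcium signal above about 50% at the single tested concentration, limit read from the data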
HCV NS3 hel inh = inhibitors of HCV NS3 helicase, primary screen, biochemical, Cy5 molecular beacon fluorescence; 0.56% of 290,000 active; Hepatitis C virus NS3 helicase; NS3 helicase DNA unwinding; inhibition, % at 10.9 µM;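 active = inhibition above the mean of all tested compounds plus 3 SD, set per campaign, cut at about 35% in these data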;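 note: 0% = DMSO wells and 100% = thioflavine S control wells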
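System: NS3 helicase fragment of HCV / Schedule: 1 h at 25 °C / Control set: DMSO alone as 0% and 110 µM thioflavine S as 100% / Reagent: Cy5/quencher beacon DNA duplex and ATP to start / Technique: Cy5 fluorescence / Replication: singlicate / Evaluation: % inhibition of end-to-start signal ratio versus controls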
VIM-2 inhibitor = VIM-2 metallo-beta-lactamase inhibitors, primary screen, biochemical, epi-absorbance readout, Pseudomonas aeruginosa enzyme; inhibition, % at 5.6 µM; purified VIM-2, nitrocefin hydrolysis, epi-absorbance fluorescence; 0.89% of 290,000 active; AID 1527, 2009;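 active = inhibition above the mean of all tested compounds plus 3 SD, cutoff set per screening run, cut at about 7.5% in these data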;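 note: red hydrolysis product quenches plate fluorescence so inhibitors raise well fluorescence; 0% = enzyme with DMSO and 100% = DMSO without enzyme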
p-CIP stab down = p/CIP-EGFP fusion destabilizers, primary screen, fluorescence, F442A cells; 0.01% of 290,000 active; Q05BA5; decrease of EGFP signal, % at 10 µM; AID 1984, 2009; 16 h;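 active = EGFP signal decrease of at least 30% at 10 µM or well 3 SD below plate mean, unless failing retest; inactive = the rest, including hits failing retest or dose response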; note: some compounds called inactive have numbers as strong as hits; many of its hits are not listed in these tables
IDE cell inh = human IDE inhibitors in live cells, primary screen, fluorescence polarization, HEK cells, FAbetaB substrate. Insulin-degrading enzyme (Homo sapiens), P14735. FAbetaB cleavage. inhibition, % at 5.59 µM. 0.41% of 320,000 active. AID 434962, 2010;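 active = percent inhibition above the average of all tested compounds plus 3 SD, set per screening campaign, cut at about 16% in these data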;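 note: IDE supplied by intact live HEK cells; FP after avidin binding of uncleaved biotin substrate so inhibition keeps polarization high; 0% = DMSO wells and 100% = 60 µM reference IDE inhibitor Ii1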
IDE cell activ = human IDE activators in live cells, primary screen, fluorescence polarization, HEK cells, FAbeta-B substrate; 0.073% of 340,000 active; FAbeta-B cleavage; 0% vehicle, 100% cell-free pure enzyme wells; activation, % at 5.96 µM;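 active = activation above the mean of all tested compounds plus 3 SD, set per screening campaign, cut at about 17% in these data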
* marks the source's active call; other numbers are inactive results; · = no result given. Hits appear at their usual frequency; 3.2% or so of the library scored in one or more.

SMILES	UBC9 SUMO inh	GalR3 antag	IMP-1 inh	CRFBP-R2 block	HCV NS3 hel inh	VIM-2 inhibitor	p-CIP stab down	IDE cell inh	IDE cell activ
CCn1cc(C(=O)NCCC(C)C)c(=O)c2cc(S(=O)(=O)N3CCCCC3)ccc21	11	·	-1.3	-22	3	-0.3	-6	-4	3
O=C1CNC(=S)N1CCOc1ccccc1	-9	-1	-1.0	7	8	-3.0	-5	4	0
CCc1nc(SCC(=O)Nc2nnc(CC)s2)c2c(=O)n(C)c(=O)n(C)c2n1	-2	-1	1.0	-5	11	1.4	-20	0	-4
O=C(NCC(c1ccc(F)cc1)N1CCOCC1)c1cc(F)c(F)c(F)c1F (stereo unspecified)	-14	-4	-3.8	7	-4	-3.9	8	-2	-1
CCCCn1c(N)c(N(Cc2ccccc2OC)C(=O)c2ccc(N3CCCC3=O)cc2)c(=O)[nH]c1=O	·	0	·	-2	·	·	·	6	-3
NC(=O)COc1ccc(Nc2nnc(-c3ccc(O)cc3)c3ccccc23)cc1	7	-7	-0.2	21	3	2.4	0	11	-8
CC1C(c2ccccc2)N(C)CCC12NC(=O)NC2=O (stereo unspecified)	14	-5	-3.5	-16	-5	1.1	0	2	8
CCN1CCN(Cc2c(OC)ccc3ccccc23)CC1	1	-4	-7.4	-11	-6	-4.5	-10	0	-7
O=c1c2c(nc3cc(-c4ccccc4Cl)[nH]n13)CCS2	18	0	1.9	2	27	-0.7	9	-2	-1
CC(=O)/C(N)=N/Nc1cccc(Cl)c1	6	-6	1.5	-11	1	1.7	-8	-4	1
CC1(CCc2ccccc2)NC(=O)N(CC(=O)Nc2ccc3c(c2)OCCO3)C1=O (stereo unspecified)	1	-5	-2.0	2	6	-4.3	-9	2	6
COc1ccc(-n2nc(C(=O)NCC(=O)NCCCN3CCN(C)CC3)c3ccccc3c2=O)cc1	3	-8	-0.9	-6	-3	-3.3	-11	-1	1
CCCOc1ccc(-c2c(C(=O)N/N=C/c3ccccc3)nnn2-c2nonc2N)cc1	35	-3	-2.0	6	-28	-3.1	-1	0	-8
C/C(=N\NC(=O)c1ccc(Cl)cc1)c1ccc2[nH]ccc2c1	10	-11	-2.3	12	4	-5.0	-2	1	-1
CCCCn1c(C23CC4CC(CC(C4)C2)C3)n[nH]c1=S	11	-12	-2.2	-7	1	2.2	-8	2	-10
COCCn1nnnc1C(C(C)C)N1CCCC(C)C1 (stereo unspecified)	7	-8	-3.1	4	-5	-1.4	5	6	-3
Brc1ccccc1-c1nnc(COc2ncnc3ccccc23)o1	30	-5	-2.3	3	-6	-0.9	-10	6	1
CCNc1oc(COc2ccccc2F)nc1C#N	26	-3	-2.2	3	-5	-0.2	-15	0	-5
COc1cc(SC)ccc1C(=O)Nc1ccc(C)cc1	-2	-9	-0.6	2	-4	-3.1	-8	-2	-3
Cc1nn(C)c(Cl)c1S(=O)(=O)N[C@@H](c1ccccc1)[C@]1(C)C[C@H]1[C@@H](C)C(=O)Nc1ccc2ccccc2c1	-14	-4	-4.1	42	-22	-2.4	20	3	5
CSCC[C@H](NC(=O)[C@@H]1Cc2ccccc2CN1)C(=O)NC1CCCC1	·	-9	-4.0	9	-1	-5.3	-10	-2	4
CCOc1ccccc1OCc1nn2c(-c3ccc(C)cc3)nnc2s1	3	-6	1.8	-8	-3	-0.9	42	1	2
COc1ccc(OC(=O)NCCc2ccccc2)cc1	12	-5	-2.5	6	2	-0.7	-17	7	6
COC(=O)Cc1c(O)ccn(Cc2ccc3c(c2)OCO3)c1=O	18	-1	-1.5	6	4	-2.1	6	-7	4
CNc1cc(C(F)(F)F)nc(-c2ccccn2)n1	9	-6	-3.5	4	2	-7.0	31	3	1
C=CCN(CC(=O)Nc1c(C)cccc1CC)C(=O)SCCC	5	-4	-3.1	3	-2	-2.9	-18	5	1
CCOC(=O)N1CCN(CC(=O)Nc2ccc(Oc3ccccc3)cc2)CC1	13	-3	-4.1	6	-9	-1.4	-9	10	-6
CC(=O)NS(=O)(=O)c1ccccc1	4	-3	-0.3	-6	-5	-2.7	2	-3	5
c1cc[n+](CCCC[n+]2ccccc2)cc1	12	-3	-0.4	-6	6	0.1	4	-3	6
O=C(Cn1nc(-c2ccccc2)oc1=O)OCC(=O)c1ccccc1	·	3	·	-2	·	·	·	6	6
O=C(CCCc1ccccc1)Nc1ccnn1C1CCN(Cc2ccc(Cl)cc2)CC1	-3	-6	-0.2	-18	-47	-3.4	-1	-2	7
CCOc1cccc(Oc2ccc(C(F)(F)F)cn2)c1	-6	-2	-4.0	4	2	1.2	-6	-3	3
Cc1cc(C(F)F)n2nc(C(=O)Nc3cccc(C(F)(F)F)c3)nc2n1	-9	-2	-1.1	4	5	1.2	11	0	3
COCCN(CC(=O)NCC1CCCO1)C(=O)CCC(=O)Nc1cc(C)ccn1 (stereo unspecified)	14	8	-0.1	-30	3	-3.4	6	-5	4
Cc1cc(C)n2nc(C(=O)Nc3cc(S(=O)(=O)N4CCCCC4)ccc3C)nc2n1	·	-1	·	10	·	·	·	3	1
CCOC(=O)C(CSCC(=O)c1ccc(Br)cc1)NC(=O)OC(C)(C)C (stereo unspecified)	-3	·	1.6	·	-11	-2.4	6	0	·
O=C(Nc1ccc(OC(F)(F)C(F)F)c(NC(=O)c2ccc(F)cc2)c1)c1ccc(F)cc1	·	-6	-2.9	6	3	-2.8	·	-3	2
CCN(C(=O)c1ccc(Cl)c(S(=O)(=O)Nc2c(C)n(C)n(-c3ccccc3)c2=O)c1)c1ccccc1	·	-5	·	7	·	·	·	-5	3
Cc1cccc(NC(=O)C2CC(=O)OC23CCCCC3)c1 (stereo unspecified)	4	-6	-4.3	-11	-10	-1.4	2	4	-3
COCC(C)n1c(SCC(=O)Nc2ccc3c(c2)OCCO3)nc2ccccc2c1=O (stereo unspecified)	·	-5	·	-19	·	·	·	-7	4
Cc1ccc(NC(=O)COC(=O)Cc2ccsc2)cc1S(=O)(=O)N1CCOCC1	-15	-2	-2.3	-18	-11	-2.1	0	2	0
COc1ccc([N+](=O)[O-])cc1NC(=O)Cc1noc2ccc(C)cc12	5	-3	-3.5	9	4	-0.1	4	1	-6
CC(C)c1ccc(/C=C/C2=NNC(=O)CC2)cc1	12	-2	-1.8	-22	7	-2.9	10	7	5
COc1cccc(-n2nnnc2SCC(=O)Nc2ccc(C(C)=O)cc2)c1	-1	-5	-2.0	2	-7	-0.7	-11	1	0
Cc1ccc(NC(=O)C2CCN(c3cnccn3)CC2)cc1	0	-8	-2.5	3	0	-0.9	-13	-2	-3
O=C(CCCNC(=O)/C(=C/c1ccc(Br)cc1)NC(=O)c1ccccc1)OCc1ccccc1	16	-3	-2.5	-32	10	-2.2	-8	-3	0
CC(C)(C)n1ncc2c(=O)n(Cc3cccc(Cn4cnc5c(cnn5C(C)(C)C)c4=O)c3F)cnc21	·	0	·	42	·	·	·	2	6
S=C(Nc1ccc(Br)cc1Cl)N1CCCC1	8	3	-1.9	-2	2	-0.5	5	-1	4
CSc1nc2c(c(=O)[nH]1)C(c1ccc(C(F)(F)F)cc1)CC(=O)N2 (stereo unspecified)	-2	-6	-3.0	2	-10	-2.8	-1	3	3
CCc1c(C)[nH]c2ccccc2c1=O	0	-2	-3.0	-7	4	-8.4	0	-2	0
COc1ccccc1-n1cnc2sc(C)c(C)c2c1=O	9	-4	-0.8	-12	-5	-0.5	-1	0	0
CCOc1ccc(CC2CCC(=O)NC2=O)cc1 (stereo unspecified)	-8	-1	0.0	5	5	-0.5	0	7	0
Cc1cccc(/C=C2/C(=O)/C(=C/c3ccccc3C)C3CCC2N3C)c1 (stereo unspecified)	-15	-2	-1.4	-85	0	-4.2	9	-3	4
COCCOC1CCN(Cc2cn(Cc3ccccc3)nc2-c2cc3ccccc3o2)CC1	-19	0	-4.3	-9	-59	-5.3	15	-3	7
Cc1ccc2c(c1)C(c1ccccc1)N(C(=O)c1c(F)cccc1Cl)CC(=O)N2 (stereo unspecified)	-8	-10	-2.4	-1	-2	-0.8	4	2	3
CC(C)N1CCN(Cc2nc3c(s2)CCCC3)CC1CCO (stereo unspecified)	14	0	-0.7	-3	7	-4.5	-21	1	-5
C=CCN(CC=C)CC(=O)Nc1cccc(Oc2cnccn2)c1	8	-10	-3.2	0	5	-3.5	-17	1	0

Four entries from above in a different format:
| smiles | UBC9 SUMO inh | GalR3 antag | IMP-1 inh | CRFBP-R2 block | HCV NS3 hel inh | VIM-2 inhibitor | p-CIP stab down | IDE cell inh | IDE cell activ |
| --- | --- | --- | --- | --- | --- | --- | --- | --- | --- |
| O=C(CCCNC(=O)/C(=C/c1ccc(Br)cc1)NC(=O)c1ccccc1)OCc1ccccc1 | 16 | -3 | -2.5 | -32 | 10 | -2.2 | -8 | -3 | 0 |
| COc1ccccc1-n1cnc2sc(C)c(C)c2c1=O | 9 | -4 | -0.8 | -12 | -5 | -0.5 | -1 | 0 | 0 |
| CSc1nc2c(c(=O)[nH]1)C(c1ccc(C(F)(F)F)cc1)CC(=O)N2 (stereo unspecified) | -2 | -6 | -3.0 | 2 | -10 | -2.8 | -1 | 3 | 3 |
| S=C(Nc1ccc(Br)cc1Cl)N1CCCC1 | 8 | 3 | -1.9 | -2 | 2 | -0.5 | 5 | -1 | 4 |

Ordered by SMILES length (rising): 3 of the compounds above
SMILES	UBC9 SUMO inh	GalR3 antag	IMP-1 inh	CRFBP-R2 block	HCV NS3 hel inh	VIM-2 inhibitor	p-CIP stab down	IDE cell inh	IDE cell activ
CCOc1ccc(CC2CCC(=O)NC2=O)cc1 (stereo unspecified)	-8	-1	0.0	5	5	-0.5	0	7	0
COCCOC1CCN(Cc2cn(Cc3ccccc3)nc2-c2cc3ccccc3o2)CC1	-19	0	-4.3	-9	-59	-5.3	15	-3	7
CSc1nc2c(c(=O)[nH]1)C(c1ccc(C(F)(F)F)cc1)CC(=O)N2 (stereo unspecified)	-2	-6	-3.0	2	-10	-2.8	-1	3	3

Compound activity: PubChem, several laboratories
